Screening results deposited in PubChem BioAssay by National Center for Advancing Translational Sciences (NCATS).
Lipid storage S3: qHTS Assay for Lipid Storage Modulators in Drosophila S3 Cells | hit rate 0.64% among 320,000 | Drosophila S3 cells, BODIPY lipid droplet fluorescence, 18-24 h; cells fed with added oleic acid | Potency in µM for hits, for the others lipid storage change, negative = inhibition, % at the top dose, mostly 46.1 µM; active = well fitted inhibition curve with a large enough effect in the signal ratio, with a control signal flat, not every such curve was filed as active; inconclusive = small, poorly fitted or top-dose-only effect, or effect the other way, or a change in a side signal; the % refers to the signal ratio
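Drosophila S3 cells loaded with oleic acid (400 uM, as added) and compounds at several concentrations; lipid droplets imaged by 488-nm laser-scanning cytometry, 500–530 nm intensity and object ratio to cell channel. Percent activity normalized to 20 uM Triacsin C.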
Lipid storage S3 cell count max: recorded beside Lipid storage S3, whose call it bears; cell number change, %; measured here: cell count max response;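 cells counted by Cell Tracker Red CMTPX staining in the red channel; peak over a dose series mostly up to 46.1 µM; percent activity relative to internal control wells on each plate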
Numbers without * were called inactive; i = inactive; ? = inconclusive; nt = not tested or not shown. % is set by controls: 0 for no effect and ±100 for the full control effect; potency is the fitted concentration of half-maximal effect. These rows are one share of the data, so the mix of outcomes need not match the whole.

canonical_smiles,Lipid storage S3,Lipid storage S3 cell count max
COc1ccc(-n2nc(C(=O)NCC(=O)Nc3ccc(F)cc3)c3ccccc3c2=O)cc1,?,nt
Cc1ccc(C)c(OCCCCn2cnc3ccccc3c2=O)c1,i,-21
Cc1ccn2c(=O)c(NC(=O)c3cccs3)c(C)nc2c1,?,nt
Fc1ccccc1/C=C1\CCCC2=C1Nc1nnnn1C2c1ccccc1F (stereo not given),-12%,9
COC(=O)c1sc(N2CCN(c3ccc(Cl)cc3)CC2)nc1N,22%,-6
Cc1ccc(-n2nc3c(c2NC(=O)c2ccc(OC(C)C)cc2)CS(=O)C3)cc1 (stereo not given),12%,-15
Fc1cccc(CN2CCN(Cc3nc(CCc4ccccc4)no3)CC2)c1,23%,0
CCCNCc1cc(OCC)c(OCC(N)=O)cc1Br,19%,-5
N#CC1=C(N)N(c2ncn[nH]2)C2=C(C(=O)CCC2)C1c1ccc(F)cc1 (stereo not given),4%,18
CCOc1cccc(C2C(C(=O)c3ccc(C)o3)=C(O)C(=O)N2Cc2ccccc2)c1 (stereo not given),?,nt
CC1(C)CC(CNCCC(c2ccc(F)cc2)c2ccco2)CCO1 (stereo not given),13%,0
O=C(NCCC1CCCCN1S(=O)(=O)c1ccccc1)C(=O)NCc1ccncc1 (stereo not given),i,11
CCCCN(C)CCCNC(=O)c1cc(-c2cccnc2)nc2ccccc12,i,nt
Cc1ccc(C(=O)NNC(=O)c2cccc(C)c2)cc1,-6%,3
Cc1c(O)ccc2c(=O)c(-c3nncn3-c3ccccc3)coc12,?,nt
Cc1noc(C)c1COc1ccc(C(=O)OCC(N)=O)cc1,-1%,-29
O=C(C1CCN(S(=O)(=O)c2cccnc2)CC1)N1CCN(c2cccc(Cl)c2)CC1,?,nt
CC(C)c1ccc2nc(NC(=O)C3CC3)sc2c1,?,nt
COc1ccc(-c2noc(CCC(=O)O)n2)cc1,1%,23
O=C(c1cccc(S(=O)(=O)NCc2ccccc2)c1)N1CCCC1,?,nt
CCOC(=O)c1c(C)oc2ccc(NS(=O)(=O)c3ccc4c5c(cccc35)C(=O)N4)cc12,-1%,0
Cc1cc(NC(=O)c2ccco2)c(=O)n(Cc2c(F)cccc2Cl)c1,i,21
CCCOC(=O)NC(CC)COC(=O)Nc1cc(C)ccc1C (stereo not given),?,nt
CC(C)CCNC(=O)c1ccc(CS(=O)(=O)Cc2ccccc2F)o1,5%,4
O=C(c1cccc(Oc2ccc([N+](=O)[O-])cc2Cl)c1)N1CCOCC1,?,nt
Cc1ccc(NC(=O)Nc2cccc(C(F)(F)F)c2)nc1,?,nt
CCCc1cc(=O)[nH]c(SCC(=O)N(C)C2CCCCC2)n1,?,nt
Cc1cc(NC(=O)CSCC(=O)Nc2cc(Cl)ccc2N2CCN(C)CC2)no1,i,-1
O=C(Cn1cc2c(n1)CCCCC2)N1CCc2ccccc2C1,i,nt
Cc1cc(C)c(NC(=O)C2CCCN2C(=O)NC2CCCCC2)c(C)c1 (stereo not given),6%,7
CCOc1c2ccc(C(=O)NC3CCCc4ccccc43)cc2nn1C (stereo not given),0%,6
Cc1nc2ccc(NS(=O)(=O)c3c(C)c(C)cc(C)c3C)cc2s1,?,nt
COC(=O)CCc1c(C)c(C(=O)c2ccc(F)cc2)c2ccccn12,?,nt
COc1cc(OC)c2c(c1)S(=O)(=O)C(c1ccccc1)=C2N,?,nt
Cc1cccc2c1N(CCCOc1ccc(C(C)(C)C)cc1)C(=O)C2=O,?,nt
C=CCNC(=O)COC(=O)c1oc2ccccc2c1CSC1CCCCC1,?,nt
Cc1sc(N)c(C(=O)c2ccccc2Cl)c1C,-20%,-19
COc1ccc(C(=O)NC2CC2)cc1OC1CCN(Cc2ccc(NC(C)=O)cc2)CC1,?,nt
Cc1cccc(C)c1NC1=NC(=S)N(c2ccccc2)C12CCOC(C)(C)C2 (stereo not given),?,nt
CCOc1ccc(NC(=O)CCNC(=O)C2CCN(S(=O)(=O)c3ccccc3)CC2)cc1,?,nt
Cn1c(=O)[nH]c(=O)c2c1nc(OC(=O)c1ccccc1)n2CC(O)COc1ccc(F)cc1 (stereo not given),7%,-18
COc1cc(/C=C2/C(=O)ON=C2C)ccc1OCc1ccccc1F,?,nt
COc1ccc2[nH]cc(CCCN3C(=O)c4ccccc4C3=O)c2c1,3%,-1
COc1ccc2oc(C(=O)OCC(=O)N(C)CC(=O)Nc3ccc(C)cc3)c(C)c2c1,?,nt
CCCc1cc(=O)[nH]c(SCC(=O)N2CCC(C)CC2)n1,?,nt
CN(C)c1nc(N(C)C)nc(N(C#N)Cc2ccc(Cl)cc2)n1,i,nt
CC(Oc1ccc(F)cc1)c1ccnc2nc(/N=C/N(C)C)nn12 (stereo not given),2%,11
COc1ccc(OC)c(-c2csc(N3CCC(c4ccccc4)CC3)n2)c1,18%,nt
CC(C)Cn1c(=O)c2ccccc2n2c(CCC(=O)O)nnc12,?,nt
COc1cccc(-c2csc(N3CCN(Cc4ccccc4)CC3)n2)c1,?,nt
Cc1cc(NS(=O)(=O)c2ccc(NC(=O)c3cc(-c4cccnc4)nc4ccc(Cl)cc34)cc2)no1,?,nt
Cc1cc(OC(=O)c2c(Cl)cccc2Cl)nc(C)n1,54%,nt
Cc1ccccc1C(=O)NNC(=O)c1cccc([N+](=O)[O-])c1,-16%,nt
COC(=O)COc1nc(C)c(Br)c(OC)n1,i,nt
CN(C(=O)C1CCC(=O)N(Cc2cccc(F)c2)C1)C1CCCCC1 (stereo not given),i,-16
COc1ccc(CCN2CC(C(=O)NCCN3CCCC3=O)CCC2=O)cc1 (stereo not given),i,-13
COc1ccc(/C=N/NC(=O)C(=O)N2CCCCCC2)cc1O,i,-23
CCC1OC(=O)C(C)C(OC2C[C@@](C)(OC)C(O)C(C)O2)C(C)C(O[C@@H]2OC(C)CC(N(C)C)C2O)[C@](C)(O)CC(C)C(=NOCOCCOC)C(C)C(O)[C@]1(C)O (stereo not given in full),-24%,-1
COc1ccc(CNC(=O)c2csc(Cc3ccccc3)n2)cc1,i,nt
CCCCN(C(=O)CSc1nn(-c2ccc(F)cc2)c(=S)s1)c1c(N)n(CCCC)c(=O)[nH]c1=O,i,6

Compound profiles (already shown). Values in the order: Lipid storage S3	Lipid storage S3 cell count max
COc1ccc(-c2noc(CCC(=O)O)n2)cc1 is listed with 1%	23
Cc1cc(NC(=O)c2ccco2)c(=O)n(Cc2c(F)cccc2Cl)c1 is listed with i	21

Other structures follow:
canonical_smiles,Lipid storage S3,Lipid storage S3 cell count max
COc1ccc(-n2cccc2/C=C2\C(=N)N3N=C(C(C)C)SC3=NC2=O)cc1,?,nt
COCCNC(=S)Nc1ccc(N2CCCCC2)cc1,?,nt
COc1ccccc1/C=C/C(=O)NCC(=O)N/N=C/c1cc(Br)ccc1OC,?,nt
O=C(CNCCc1ccccc1)N1CCc2ccccc2C1,-17%,-8
CC(=O)c1cccc(NC(=O)CN(c2ccc(C)cc2)S(=O)(=O)c2cccc3nonc23)c1,5%,-24
CCOC(=O)c1c(NC(=O)CN(CC)CC)sc2c1CCC2,?,nt
COc1cc(C(=O)NCc2ccccn2)ccc1OCc1c(C)noc1C,?,nt
CN1CCCN(c2ncnc3scc(-c4ccc(F)cc4)c23)CC1,?,nt
COCCN(C(=O)COC(=O)C12CC3CC(CC(Cl)(C3)C1)C2)c1c(N)n(Cc2ccccc2)c(=O)[nH]c1=O,4%,5
CC(C)c1ccc(N(C(=O)c2csnn2)C(C(=O)NC(C)(C)C)c2ccncc2)cc1 (stereo not given),-15%,13
CCOC(=O)C1C(=O)C=C(c2ccc(NS(C)(=O)=O)cc2)CC1c1ccco1 (stereo not given),i,-13
CCCCn1c(=O)c(-[n+]2ccccc2)c([O-])c2ccccc21,0%,11
Cc1c(S(=O)(=O)c2ccccn2)c(N)n(Cc2cccc(Cl)c2)c1C,?,nt
CN1CCN(c2ccc(NC(=S)NC(=O)/C=C/c3ccco3)cc2)CC1,?,nt
C=CCNC(=O)/C(C#N)=C/c1c(C)nn(-c2ccc(Cl)cc2)c1Cl,?,nt
O=C(Nc1ccc(Cl)cc1)Nc1nnc(CSCc2ccccc2Cl)s1,10%,-3
O=c1c2ccccc2nc2n1CC/C2=C\c1ccccc1[N+](=O)[O-],1%,21
CCOC(=O)c1c(C)[nH]c(-c2csc(N)n2)c1C,9%,8
COc1cccc(/C=C/C(=O)OCC(=O)Nc2ccc(Cl)cn2)c1,?,nt
O=c1c2cccnc2n(-c2ccccc2)n1Cc1c(Cl)cccc1Cl,?,nt
Nc1nc2c(nc(SCc3ccccc3Br)n2C2OC(CO)C(O)C2O)c(=O)[nH]1 (stereo not given),-19%,-6
O=C(CSc1ccccn1)Nc1ccc(NC(=O)CSc2ccccn2)cc1,?,nt
COc1cc(C(=O)NC2CCN(Cc3nnnn3Cc3ccc(F)cc3)CC2)cc(OC)c1OC,7%,4
COc1ccc(OC)c(-c2nc(C(=O)NCCCN3CCOCC3)cc3c2[nH]c2ccccc23)c1,?,nt
CN(CC(=O)Nn1cnnc1)S(=O)(=O)c1cc(Cl)ccc1Cl,?,nt
CCn1cc(C(=O)NCCCN2CCCC(C)C2)c(=O)c2cc(S(=O)(=O)N3CCOCC3)ccc21 (stereo not given),?,nt
CCCCCCN(C(=O)CCCCCN1C(=O)NC(c2ccc(-c3ccccc3)cc2)C(C(=O)OCc2ccccc2)=C1C)C(C(=O)NCCCC)c1ccccn1 (stereo not given),-9%,-29
O=C(c1ccc(-n2cncn2)c([N+](=O)[O-])c1)N1CCN(S(=O)(=O)c2ccccc2F)CC1,?,nt
Cc1ccc(NC2c3ncccc3C(=O)N2Cc2ccc(F)cc2)cc1 (stereo not given),1%,-13
CCSc1ncc(Cl)c(C(=O)Nc2ccccc2C)n1,11%,2

Some of these compounds in order of molecular weight, low to high.
canonical_smiles,Lipid storage S3,Lipid storage S3 cell count max
Cc1ccc(NC2c3ncccc3C(=O)N2Cc2ccc(F)cc2)cc1 (stereo not given),1%,-13
CN1CCN(c2ccc(NC(=S)NC(=O)/C=C/c3ccco3)cc2)CC1,?,nt
Cc1c(S(=O)(=O)c2ccccn2)c(N)n(Cc2cccc(Cl)c2)c1C,?,nt
COc1cc(C(=O)NC2CCN(Cc3nnnn3Cc3ccc(F)cc3)CC2)cc(OC)c1OC,7%,4

Next section
canonical_smiles,Lipid storage S3,Lipid storage S3 cell count max
CCOC(=O)C1(CCc2ccccc2)CCN(C(=O)Cc2nonc2C)CC1,-14%,-9
NC(=S)NNC(=O)c1cccc(Br)c1,?,nt
O=C(c1cc2ccccc2o1)N1CCN(c2cccc(C(F)(F)F)c2)CC1,?,nt
CCn1cc(/C=N\NC(=O)c2ccc3c(c2)c(C)c(C)n3Cc2ccccc2)c(C)n1,?,nt
CC(C)c1ccc(NC(=S)NCCc2c[nH]c3ccccc23)cc1,?,nt
O=C1Nc2ccccc2N(O)N1c1cc(-c2ccccc2Cl)no1,i,nt
CC(C)(CO)NC(=O)CC1C(=O)NCCN1Cc1ccc(-c2ccccc2)cc1 (stereo not given),4%,-3
CCOC(=O)N1CCN(C(=O)CCC(=O)c2ccc(OCC)cc2)CC1,i,4
O=C(Nc1ccc2c(c1)nc1n2CCOC1)C1CCCCC1,?,nt
CC1CN(C(=O)c2cnn3c(C(F)F)cc(-c4ccccc4)nc23)CC(C)O1 (stereo not given),?,nt
CCN(CC)C(=O)COc1ccc(C=O)cc1OC,-17%,-10
CCOC(=O)C1CCN(C(=O)CCS(=O)(=O)c2ccc3c(c2)n(C)c(=O)c(=O)n3C)CC1,?,nt
Cc1ccc2nc(NC(=O)COC(=O)c3ccco3)sc2c1,?,nt
COc1ccc(-n2c(C)cc(C(=O)CN3CCCCC3)c2C)cc1,?,nt
CC(=O)N1c2ccc(S(=O)(=O)N3CCC(C(=O)NCc4ccccc4)CC3)cc2CC1C (stereo not given),i,-4
COc1ccc(C(=O)Nc2nc3nccc(-c4ccccc4)n3n2)cc1,i,4
CCOC(=O)N1CCC(=C(C#N)C(=O)Nc2cc(OC)ccc2OC)CC1,?,nt
COc1ccc(/C=C/C(=O)NCCn2c(C)cc3ccccc32)cc1OC,?,nt
CN1CCN(S(=O)(=O)c2cnccc2N2CCN(c3cccc(Cl)c3)CC2)CC1,16%,-1
Cc1ccc(N(CC(=O)NC(C)(C)C)C(=O)CS(=O)CC(=O)Nc2ccc3c(c2)OCO3)cc1 (stereo not given),20%,20
COc1ccc(C(=O)N2CC(=O)Nc3ccccc32)cc1S(=O)(=O)N1CCOCC1,-7%,11
O=S(=O)(NCCc1ccccn1)c1ccc(-c2ccccn2)s1,6%,-6
O=C(Nc1nccs1)C1CCCN1S(=O)(=O)c1ccc(Cl)cc1 (stereo not given),11%,-22
